High-throughput results deposited in PubChem by National Center for Advancing Translational Sciences (NCATS).
GRP78 ERSR act – ER stress response induction in glioma; U87-MG GRP78 promoter luciferase reporter, 16 h; Potency, µM, for inactives: at the highest dose activation, hits mostly activators; actives 0.02% (n = 420,000); AID 602332; note: potency is the fitted concentration of half-maximal effect; series mostly up to about 76 µM; % of control where 0% means no effect; nearly all actives have a fitted effect of over 35% in size
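ERSR induction read as luciferase luminescence (Bright-Glo, 10 min at room temperature) in stably transfected human U87-MG glioma cells exposed to compounds for 16 h, using GRP78 as sensor.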
Pol kappa inh – DNA polymerase kappa (human) inhibition. actives 0.53% (n = 400,000). Potency, µM (titrated, usually from 107 µM), inactives show at the highest dose activity, negative = inhibition, hits mostly inhibitors. Q9UBT6. purified Pol kappa, fluorescent DNA synthesis assay, 10 min. AID 588579; note: potency is the fitted concentration of half-maximal effect; % is set by controls: 0 for no effect and ±100 for the full control effect
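Inhibition of 10 nM Pol kappa is measured by a fluorescent read-out at 0 and 10 min following addition of 50 nM substrate (final), with a 15-min room-temperature compound preincubation.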
Apoferritin bind – candidate novel general anesthetic via apoferritin binding; P02791; apoferritin/1-aminoanthracene competitive binding, fluorescence; Potency, µM (highest dose often 77.5 µM), inactives show top-dose activity change, negative = displacement, actives largely listed as inhibitors; actives 0.074% (n = 350,000); AID 485281; note: potency is the fitted concentration of half-maximal effect; % is set by controls: 0 for no effect and ±100 for the full control effect; nearly all actives have a fitted effect of over 20% in size
Target sequence (P02791 2-175 limits assumed): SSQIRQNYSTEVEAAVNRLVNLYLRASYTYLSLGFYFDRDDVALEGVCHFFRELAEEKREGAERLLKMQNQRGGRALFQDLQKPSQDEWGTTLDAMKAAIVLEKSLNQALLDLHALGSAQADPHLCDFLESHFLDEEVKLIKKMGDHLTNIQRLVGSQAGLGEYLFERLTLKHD
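Concentration-response curves derived by four-parameter Hill fitting of normalized fluorescence, where compounds displaced 1-AMA from 10 uM horse apoferritin following a brief 10 min room-temperature incubation; propofol titration acted as positive control.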
LDHA inh – LDHA (human) enzyme inhibition; AID 1347041; activity change, % (values are at about 110 or 230 µM); P00338; purified LDHA, NADH/diaphorase-resazurin fluorescence; hits give low values; actives 0.15% (n = 480,000); in the data active = activity change below about -30%; inconclusive = mostly about -25% to -30%;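 note: plate controls were DMSO wells for no effect and wells without enzyme for full effect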
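Enzyme activity of human lactate dehydrogenase 5 (2 nM; 0.06 mM NADH, 0.2 mM pyruvate, 5 min, RT) is measured via a resazurin/diaphorase fluorescence readout of residual NADH.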
POLI inh – blocks human DNA polymerase iota activity; Pol iota fluorescent replication assay, 10 min; actives 1% (n = 390,000); Q9UNA4; Potency, µM (highest dose often 115 µM), for the others: at the top dose activity, negative = inhibition, hits mostly inhibitors; note: potency is the fitted concentration of half-maximal effect
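Fluorescent replication assay read twice, at 0 min and 10 min after adding 50 nM (final) substrate. Enzyme (10 nM) and compounds were first incubated 15 min at room temperature; enzyme-free buffer wells were negative controls.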
BLM helicase inh – inhibitors of human Bloom syndrome helicase BLM | recombinant BLM DNA unwinding, fluorescence dequenching | Potency, µM (titrated, usually from 56.1 µM), for the others: top-dose activity change, negative = inhibition, usual class: inhibitors | actives 0.2% (n = 350,000) | AID 2528;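 note: potency is the fitted concentration of half-maximal effect; plate controls were vehicle for no effect and no enzyme for full effect; nearly all actives have a fitted effect of over 35% in size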
APE1 inh – APE1 (human) endonuclease inhibition. recombinant APE1, TAMRA/BHQ-2 abasic DNA cleavage fluorescence. AID 2517. Potency, µM (titrated, usually from 65.8 µM), inactives show top-dose activity change, negative = inhibition, actives largely listed as inhibitors. actives 0.35% (n = 350,000). P27695;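 note: potency is the fitted concentration of half-maximal effect; plate controls were vehicle for no effect and reference inhibitor for full effect; nearly all actives have a fitted effect of over 55% in size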
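Substrate: short duplex with […] THF abasic site, 5'-TAMRA and 3'-BHQ-2, 50 nM final. APE1 at 0.75 nM, preincubated 15 min RT with compound. Fluorescence increase from first to third read measured activity.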
Pol beta inh – blocks human DNA polymerase beta activity. P06746. Pol beta primer extension/strand displacement, fluorescence kinetic. Potency, µM (highest dose often 114 µM), without a hit: top-dose activity change, negative = inhibition, hits mostly inhibitors. actives 1.3% (n = 340,000). AID 485314; note: potency is the fitted concentration of half-maximal effect; % is set by controls: 0 for no effect and ±100 for the full control effect
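10 nM enzyme + cpd, 15 min RT; start with substrate 50 nM final; read 0 min and after 10 min RT. Corrected, normalized data; 4-parameter Hill curve fit.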
Pol eta inh – blocks human DNA polymerase eta activity; Q9Y253; recombinant Pol eta, fluorescent DNA replication assay; Potency, µM (titrated, usually from 114 µM), without a hit: at the highest dose activity change, negative = inhibition, usual class: inhibitors; actives 1.2% (n = 390,000); note: potency is the fitted concentration of half-maximal effect; % is set by controls: 0 for no effect and ±100 for the full control effect
Target sequence (Q9Y253 whole entry, looked up): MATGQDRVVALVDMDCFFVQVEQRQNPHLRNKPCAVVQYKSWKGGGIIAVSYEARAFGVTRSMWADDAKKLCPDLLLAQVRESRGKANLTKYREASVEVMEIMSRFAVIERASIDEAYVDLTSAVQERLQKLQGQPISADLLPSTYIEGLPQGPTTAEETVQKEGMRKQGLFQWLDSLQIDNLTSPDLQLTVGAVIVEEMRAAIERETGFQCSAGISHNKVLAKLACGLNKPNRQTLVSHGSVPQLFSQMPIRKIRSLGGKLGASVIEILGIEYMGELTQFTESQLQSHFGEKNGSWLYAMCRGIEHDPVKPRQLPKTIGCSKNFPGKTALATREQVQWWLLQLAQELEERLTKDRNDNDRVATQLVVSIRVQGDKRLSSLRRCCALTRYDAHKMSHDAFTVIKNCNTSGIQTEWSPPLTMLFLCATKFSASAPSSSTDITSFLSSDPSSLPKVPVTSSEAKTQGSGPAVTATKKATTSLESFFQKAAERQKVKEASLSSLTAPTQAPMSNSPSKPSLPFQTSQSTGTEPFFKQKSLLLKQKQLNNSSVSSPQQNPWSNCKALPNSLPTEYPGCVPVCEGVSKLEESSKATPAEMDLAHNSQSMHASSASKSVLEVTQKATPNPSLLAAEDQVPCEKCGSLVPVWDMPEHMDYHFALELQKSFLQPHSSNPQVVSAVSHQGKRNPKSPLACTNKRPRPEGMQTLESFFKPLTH
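Fluorescent replication assay: 50 nM final substrate added after a 15 min room-temperature compound preincubation with 10 nM enzyme. Signal taken at 0 min and again at 10 min.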
Starred values were filed as active, the others as inactive; u = inconclusive; x = not tested or not shown; & = joins results of further samples; [ ] = dose if it differs, or a comment. Unless noted, calls come from the whole dose curve; as a rule, active = well fitted curve in the direction sought with a large enough effect; inconclusive = small, poorly fitted or top-dose-only effect, or another doubt; inactive = no such curve, though single readings can be large; an effect the other way counts as inactive or inconclusive. This is a subset (hit frequency here may not be typical).

Screens in order: LDHA inh	Pol eta inh	APE1 inh	GRP78 ERSR act	Pol kappa inh	BLM helicase inh	POLI inh	Apoferritin bind	Pol beta inh
CCOC(=O)c1nn(-c2ccc(C)cc2)c(=O)cc1OCC(=O)N1CCN(c2ccccc2)CC1
    -6	-3%	5%	0%	-8%	x	-1%	x	x
CC(=O)c1ccc2c(c1)N(C)c1ccccc1S2
    1	-9%	20%	0%	-11%	-7%	-7%	-6%	-1%
CC1CCN(C(=O)C2CCCN(S(=O)(=O)c3cccc4nsnc34)C2)CC1 (stereo not given)
    -1	-14%	-20%	0%	2%	-1%	27%	-15%	32%
COc1cc2c(C(=O)O)c(C)n(-c3ccccc3)c2c2ccccc12
    4	2%	3%	-7%	-17%	-6%	-17%	-4%	1%
CSc1ccc(/C=C/C(=O)Nc2ccccc2)cc1
    -2	-12%	22%	-10%	-20%	-2%	108%[activator]	-3%	2%
O=C1CN(C(=S)Nc2ccccc2Cl)CCN1
    -4	0%	-9%	1%	5%	2%	-14%	-11%	-11%
O=C(C1CCCN1S(=O)(=O)c1cccc2nsnc12)N1CCCCC1 (stereo not given)
    -7	-10%	0%	-4%	-3%	0%	31%[activator]	5%	8%
COc1cc(NC(=O)CCc2c(C)[nH]c(=O)c(C#N)c2C)cc(OC)c1
    -2	-20%	24%	-4%	7%	2%	13%	0%	-19%
Clc1cccc(CSc2nc(NCCc3ccccc3)c3ccccc3n2)c1
    -4	-18%	x	-1%	-5%[60.1 µM]	-4%	9%	-10%	1%
CCCCOc1ccc(/C=C2/Sc3ccccc3C2=O)cc1
    -1	-20%	20%	-5%	1%	1%	11%	3%	-9%
Cc1ccc(-c2ccc(CO)o2)cc1N
    -3	-8%	9%	0%	2%	-3%	13%	-15%	1%
CN(Cc1ccccc1)C(=O)c1[nH]cnc1C(=O)Nc1ccccc1
    -14	-3%	-6%	3%	-7%	x	63%[activator]	x	x
O=C(C1CC1)N1CCN(Cc2ccccc2)CC1
    -15	-18%	x	-6%	-5%	x	12%	x	x
Cc1ccc(-n2nc3c(=O)n(CCCC(=O)NCc4ccccc4C)nc(C)c3c2C)cc1
    -5&4	-6%&-14%	-4%	-7%&1%	23%&3%	-1%&0%	28%&33%	u	7%&-26%
CN1/C(=C\C(=O)CSc2nncn2C)C(C)(C)c2ccccc21
    -8	-12%	7%	-4%	-4%	-5%	10%	-8%	-14%
CCN1C(=O)/C(=C2\C=Cc3ccccc3N2CC)SC1=S
    5	1%	6%	3%	-17%	-4%	11%	-19%	7%
Cc1nn(C)c(C(=O)Nc2ccn(Cc3ccccc3F)n2)c1[N+](=O)[O-]
    -6	-13%	4%	-3%	7%	-1%	2%[58.9 µM]	-13%	-4%
Cc1cccc(C)c1OCC(O)CN1CCC(CN2C(=O)c3cccc4cccc(c34)C2=O)CC1 (stereo not given)
    -4	6%	3%	-4%	1%	61%[activator]	18%	-11%	-2%
CNc1ccccc1-c1nc2ccccc2n(C)c1=O
    1	-10%	-5%	-3%	3%	-3%	26%	u	-1%
CCOc1ccc(-n2c(SCC(=O)Nc3ccc(OC)cc3)nc3sc4c(c3c2=O)CCN(C)C4)cc1
    -4	-24%	14%	7%	-13%	-4%	17%	-15%	10%
O=S(=O)(NCC(c1ccco1)N1CCOCC1)c1ccc(Cl)cc1 (stereo not given)
    -1&-3	-14%&-8%	6%	-4%&-2%	-5%[60.1 µM]	0%&-1%	1%&4%	-5%&1%	7%&-5%
Cc1cc(C)nc(NC(=O)/C=C/c2ccc(Cl)cc2Cl)c1
    -7	-6%	-1%	7%	-7%	-1%	14%	u	1%
CCOc1ccc(CCN2C(=S)N([C@@H](CC(C)C)CN3CCCC3CN3C(=S)NC[C@@H]3CC(C)C)C[C@@H]2CC(C)C)cc1 (stereo not given in full)
    -1	-20%	x	-1%	-1%	x	36%[activator]	x	x
Cc1cc(C)cc(OC(C)c2ccnc3nc(/N=C/N(C)C)nn23)c1 (stereo not given)
    -6	-18%	-1%	-4%	1%	1%	56%[activator]	-20%	-10%
COc1cccc(CN2CC(C(=O)N(C)CCCC3CCCC3)CCC2=O)c1 (stereo not given)
    -5	3%	17%	-1%	2%	1%	-2%	8%	12%
CCCCNc1nc(Nc2ccc(C)c(Cl)c2)c2cnn(C)c2n1
    0	-22%	-17%	-14%	8%	-16%	-21%	-3%	6%
C#CC(C)(CC)NC(=O)Cn1nnc(-c2ccc(S(C)(=O)=O)cc2)n1 (stereo not given)
    -7	0%	-3%	-7%	-16%	-2%	-11%	-10%	16%
COc1ccc([C@H]2/C=C\CN(Cc3ccc(N(C)C)cc3)[C@@H](C)C(=O)N2Cc2ccc(F)cc2)cc1
    0	-8%	x	-4%	-8%	x	-8%	x	x
CCOc1cc(N2CCOCC2)c(OCC)cc1NC(=O)COC(=O)[C@@H]1CCCN1S(=O)(=O)c1ccccc1F
    19	-13%	2%	5%	-4%	-10%	23%	-14%	-1%
Cc1ccc(NC(=O)CS(=O)CC(=O)N(c2ccccc2F)C(C)C(=O)NC2CCCC2)cc1 (stereo not given)
    -1	-13%	42%	0%	-1%	2%	9%	-7%	8%

Limited to APE1 inh, for some of the entries so far:
SMILES	APE1 inh
CCOC(=O)c1nn(-c2ccc(C)cc2)c(=O)cc1OCC(=O)N1CCN(c2ccccc2)CC1	5%
CCCCNc1nc(Nc2ccc(C)c(Cl)c2)c2cnn(C)c2n1	-17%
C#CC(C)(CC)NC(=O)Cn1nnc(-c2ccc(S(C)(=O)=O)cc2)n1 (stereo not given)	-3%

(further entries)
Screens in order: LDHA inh	Pol eta inh	APE1 inh	GRP78 ERSR act	Pol kappa inh	BLM helicase inh	POLI inh	Apoferritin bind	Pol beta inh
O=C(O)c1ccc(N2CCc3ccccc32)c([N+](=O)[O-])c1
    -5	-5%	0%	1%	-5%	-2%	-12%	-15%	6%
CC(=O)Nc1cc([N+](=O)[O-])ccc1OCc1ccccc1
    -3	-21%	x	-7%	-3%	x	15%	x	x
N#Cc1ccsc1NC(=O)CSc1ncn[nH]1
    -1	-8%	14%	10%	13%	0%	20%	5%	1%
COc1c(F)c(F)c(C(=O)Nc2ccc(N3CCN(Cc4ccccc4)CC3)cc2)c(F)c1F
    1	-6%	-2%	-4%	-12%	-9%	-3%	-5%	0%
Cc1noc(C)c1C(=O)N(CC(=O)NC1CCCC1)Cc1ccccc1F
    -9	2%	0%	-3%	-4%	-3%	21%	10%	1%
COc1cccc(NC(=O)Cn2c(=O)n(-c3ccc(CC(=O)NCC4CCCO4)cc3)c(=O)c3ccccc32)c1 (stereo not given)
    -3	-15%	x	-2%	7%	-6%	15%	4%	-4%
C/C(=N\NC(=S)NCCc1ccccc1)c1ccc(Cl)cc1
    -2	-14%	10%	-6%	-3%	-6%	7%	11%	-1%
CC[C@]12c3[nH]c4ccc(Cl)cc4c3CCN1C(=O)[C@@H](CC(=O)NCc1ccc(OC)c(OC)c1)C[C@@H]2C(=O)N1CCN(C(=O)c2ccco2)CC1
    -3	-16%	1%	-2%	-15%	x	42%[activator]	x	x
COc1cccc(CNC(=O)CCc2ccc(OC)c(OC)c2)c1
    -1	-2%	6%	0%	-3%	-2%	74%[activator]	-2%	3%
COc1ccc(NC(=O)CCNS(=O)(=O)c2cccc3nsnc23)cc1OC
    -2&-2	-15%&-11%	-2%	-3%&-2%	-7%&5%	2%&2%	57%&-11%[activator]	-4%&1%	18%&11%
CCOc1ccc(NC2OCC(O)C(O)C2O)c([N+](=O)[O-])c1 (stereo not given)
    -11	4%	-10%	-2%	-8%	0%	-15%	-8%	1%
COc1ccccc1CCNC(=O)Cc1cccs1
    -9	-4%	-5%	4%	-8%	-5%	-18%	-4%	u
O=C(NCc1cccs1)C1CCN(S(=O)(=O)c2cccs2)CC1
    2	-6%	21%	1%	-2%	-6%	-13%	1%	10%
O=C(Nc1cccc(S(=O)(=O)N2CCCCC2)c1)c1ccccc1NS(=O)(=O)c1ccc(F)cc1
    -1	u	2%	-1%	-8%	-29%	-8%	-21%	4%
CC(=O)C(C)Oc1cc(C)cc2oc(=O)c(C)c(C)c12 (stereo not given)
    -8	-7%	-1%	-6%	-3%	3%	0%	-5%	-2%
CCn1cc(CN2CCCC(CNC(=O)COc3ccccc3OC)C2)c(C)n1 (stereo not given)
    -4	-13%	-13%	-3%	-3%	1%	12%	-4%	20%
COCCNC(=S)N1CCN(c2cccc(C(F)(F)F)c2)CC1
    2	-8%	-1%	-3%	4%	-3%	21%	-10%	-14%
COc1ccc(C)cc1NC(=O)C1CCCN(S(=O)(=O)c2cccc3cccnc23)C1 (stereo not given)
    -1	-19%	53%[activator]	-6%	1%	2%	10%	u	u
CCCC(=O)NC(=S)Nc1ccc(S(=O)(=O)Nc2ccc(OCC)cc2)cc1
    -3	-12%	-4%	2%	-11%	-12%	-1%	-6%	-9%
Cc1cc(OCc2cc(C(=O)N(C)Cc3nonc3C)no2)cc(C)c1Cl
    -2	-28%	-2%	9%	-17%	-14%	18%	-19%	-1%
O=c1cc(O)c2sc(Nc3ccc(Cl)c(F)c3)nc2[nH]1
    38	-8%	8%	0%	-16%	-10%	15%	-5%	-26%
COCCNC(=O)C1CCN(c2nc3ccccc3nc2C(F)(F)F)CC1
    -2	-15%	x	-1%	3%	-1%	6%	-8%	0%
